Bim-Mcl-1 – inhibitors of Bim peptide binding to Mcl-1, primary screen, biochemical, bead-based flow cytometry, multiplex; Induced myeloid leukemia cell differentiation protein Mcl-1 (Homo sapiens), Q07820; Bim peptide-Mcl-1 binding; inhibition, % at 10 µM; 190,000 tested, 0.1% active;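 note: 0% = no compound tracer wells and 100% = peptide blocker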
Target sequence (Q07820 whole entry, looked up): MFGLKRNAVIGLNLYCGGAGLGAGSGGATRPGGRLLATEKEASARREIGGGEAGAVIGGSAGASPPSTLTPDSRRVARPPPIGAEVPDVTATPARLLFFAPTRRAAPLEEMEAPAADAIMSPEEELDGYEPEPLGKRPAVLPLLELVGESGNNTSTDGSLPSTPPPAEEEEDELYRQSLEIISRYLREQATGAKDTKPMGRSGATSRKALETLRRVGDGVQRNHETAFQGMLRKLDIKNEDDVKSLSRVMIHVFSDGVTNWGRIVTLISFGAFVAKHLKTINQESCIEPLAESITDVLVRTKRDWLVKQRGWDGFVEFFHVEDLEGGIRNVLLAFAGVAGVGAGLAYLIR
RGS8-Gao reg – RGS8-Galphao binding modulators, primary screen, biochemical, multiplexed bead flow cytometry. actives lie on both sides. response (percent of control binding), % at 10 µM. 220,000 tested, 0.34% active. AID 1423, 2008; in the data active = response below about 60% or above about 140%; inactive = in between;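 note: Galphao activated as the GDP aluminium fluoride complex binding bead-coupled RGS8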
Target sequence (P09471 whole entry, looked up): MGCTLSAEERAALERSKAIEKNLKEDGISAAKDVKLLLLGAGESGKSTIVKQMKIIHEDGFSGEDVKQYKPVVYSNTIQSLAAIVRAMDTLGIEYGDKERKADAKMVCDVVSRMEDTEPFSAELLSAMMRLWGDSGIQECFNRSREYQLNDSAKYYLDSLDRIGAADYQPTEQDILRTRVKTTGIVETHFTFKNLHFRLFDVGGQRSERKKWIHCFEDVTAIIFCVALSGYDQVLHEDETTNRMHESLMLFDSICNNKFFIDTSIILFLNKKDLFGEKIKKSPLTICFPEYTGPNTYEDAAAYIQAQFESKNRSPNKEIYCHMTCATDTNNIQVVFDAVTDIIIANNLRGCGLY
Bcl-W Bim block – inhibitors of Bim binding to Bcl-W, primary screen, biochemical, multiplexed, bead-based flow cytometry. Bim peptide-Bcl-W binding. inhibition, % at 10 µM. 190,000 tested, 0.02% active. AID 952, 2007;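 note: 0% = bound tracer without compound and 100% = peptide blocker; higher means less fluorescent Bim peptide bound to Bcl-W beads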
Bim-Bcl-B – inhibitors of Bim-Bcl-B binding, primary screen, biochemical, multiplexed, human Bcl-2 family. bead-based flow cytometry, Bim peptide-Bcl-B binding. 190,000 tested, 0.073% active. inhibition, % at 10 µM. AID 951, 2007;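 note: 0% = tracer peptide without compound and 100% = reference inhibitor peptide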
RGS7-Gao reg – RGS7-Galphao binding modulators, primary screen, biochemical, multiplexed bead flow cytometry | 220,000 tested, 0.35% active | actives lie on both sides | Guanine nucleotide-binding protein G(o) subunit alpha (Homo sapiens), P09471 | binding response (% of control), % at 10 µM; in the data active = binding response below about 49% or above about 150%; inconclusive = no clear call, values can overlap the other calls; inactive = in between;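 note: fluorescent Galphao held in activated GDP-AlF4 state binding bead-coupled RGS7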
Bim-Bfl-1 – inhibitors of Bim binding to Bfl-1, primary screen, biochemical, multiplexed, bead-based flow cytometry | Bcl-2-related protein A1 (Homo sapiens), Q16548 | AID 1008, 2008 | Bim-Bfl-1 binding inhibition | inhibition, % at 10 µM | 190,000 tested, 0.12% active;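 note: 0% = wells without compound plus tracer and 100% = blocker peptide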
Bim-Bcl-XL – inhibitors of Bim-Bcl-XL binding, primary screen, biochemical, multiplexed, bead flow cytometry, human Bcl-XL; Bcl-2-like protein 1 (Homo sapiens), Q07817; Bim peptide-Bcl-XL binding, fluorescence; inhibition, % at 10 µM; 190,000 tested, 0.04% active
Mcl1-Noxa inh – Mcl-1/Noxa binding inhibitors, primary screen, biochemical, TR-FRET, 1536-well | Induced myeloid leukemia cell differentiation protein Mcl-1 (Homo sapiens), Q07820 | TR-FRET Mcl-1/Noxa peptide binding, 2 h | inhibition, % at 21.7 µM | 220,000 tested, 1.5% active | AID 1022, 2008;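 active = compounds that cut the protein-peptide binding signal by more than 50% relative to plate controls in a single-dose test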;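 note: His-tagged Mcl-1 with rhodamine Noxa BH3 peptide and terbium anti-His antibody; 0% = Mcl-1 plus Noxa peptide wells and 100% = peptide-only wells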
RGS4-Gao reg – modulators of RGS4 binding to Galphao, primary screen, biochemical, multiplexed bead flow cytometry; Guanine nucleotide-binding protein G(o) subunit alpha (Homo sapiens), P09471; actives lie on both sides; binding response (% of control), % at 10 µM; 220,000 tested, 0.33% active; AID 1415, 2008; in the data active = binding response below about 49% or above about 150%; inactive = in between;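 note: fluorescent Galphao activated with aluminum fluoride binding bead-coupled RGS4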
Bim-Bcl-2 – inhibitors of Bim-Bcl-2 binding, primary screen, biochemical, multiplexed, human Bcl-2 family; Bead-based flow cytometry, Bim peptide-Bcl-2 binding; inhibition, % at 10 µM; 190,000 tested, 0.06% active; in the data active = inhibition above about 40%; inconclusive = no clear call, values can overlap the other calls;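 note: 0% = no compound wells with probe peptide and 100% = reference peptide inhibitor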
Target sequence (P10415 whole entry, looked up): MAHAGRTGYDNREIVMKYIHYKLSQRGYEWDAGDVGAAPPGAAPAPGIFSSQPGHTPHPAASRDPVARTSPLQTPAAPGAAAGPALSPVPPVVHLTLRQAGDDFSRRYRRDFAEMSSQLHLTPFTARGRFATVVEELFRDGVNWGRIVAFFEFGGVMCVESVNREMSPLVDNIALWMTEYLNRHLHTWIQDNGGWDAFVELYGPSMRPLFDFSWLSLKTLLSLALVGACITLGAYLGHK
Mcl1-Bid inh – Mcl-1/Bid binding inhibitors, primary screen, biochemical, TR-FRET, 1536-well; inhibition, % at 21.7 µM; TR-FRET Mcl-1/Bid-Dy647 peptide binding; 220,000 tested, 0.97% active;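 active = compounds that cut the binding signal by more than half at the single screening dose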;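 note: His-tagged Mcl-1 with europium anti-His antibody binding Bid BH3 peptide; 0% = Mcl-1 plus peptide wells and 100% = peptide-only wells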
* = called active by the depositor; ? = inconclusive; / = no result given. Cut-off read from the data, not from the text of the source, unless noted: active = inhibition above about 40%.

No.	Bim-Mcl-1	RGS8-Gao reg	Bcl-W Bim block	Bim-Bcl-B	RGS7-Gao reg	Bim-Bfl-1	Bim-Bcl-XL	Mcl1-Noxa inh	Structure	RGS4-Gao reg	Bim-Bcl-2	Mcl1-Bid inh
1	-1	101	-3	-4	101	-4	6	-6	c1ccc(Nc2nc(-c3ccncc3)cs2)nc1	104	-3	9
2	2	105	0	3	103	-4	-1	21	COc1cc(C(=O)OCC(C)=O)cc(NC(=O)c2ccco2)c1OC	102	0	4
3	1	103	1	-7	102	-12	-6	24	COc1ccc(NC(=O)NCCCN2CCCC2=O)c(OC)c1	103	-9	-18
4	-1	96	8	-4	98	1	2	8	Cc1ccc(C)c(NS(=O)(=O)c2cc(Br)cnc2N)c1	96	0	35
5	3	105	4	4	100	3	2	3	O=C(NCCc1nnc2ccc(NCc3ccccc3Cl)nn12)c1ccccc1	99	10	-3
6	-2	101	0	-4	?	-5	-5	-6	NC(=O)NOCc1c(Cl)cccc1Cl	103	-4	-43
7	-8	100	-6	-13	100	-12	-11	18	Cc1ccccc1NC(=O)C1CCCN1S(=O)(=O)c1cccc2cccnc12 (centres undefined)	101	-10	-21
8	/	99	/	/	?	/	/	12	O=C(NC(=S)Nc1ccc2c(c1)OCCO2)c1ccco1	101	/	-55

Individual results from the results shown.
Under RGS8-Gao reg, Cc1ccc(C)c(NS(=O)(=O)c2cc(Br)cnc2N)c1 reads 96
Under RGS4-Gao reg, c1ccc(Nc2nc(-c3ccncc3)cs2)nc1 reads 104
Under Mcl1-Bid inh, Cc1ccccc1NC(=O)C1CCCN1S(=O)(=O)c1cccc2cccnc12 (centres undefined) reads -21
Under Bim-Bfl-1, COc1cc(C(=O)OCC(C)=O)cc(NC(=O)c2ccco2)c1OC reads -4
Under RGS4-Gao reg, O=C(NC(=S)Nc1ccc2c(c1)OCCO2)c1ccco1 reads 101

Following part:
No.	Bim-Mcl-1	RGS8-Gao reg	Bcl-W Bim block	Bim-Bcl-B	RGS7-Gao reg	Bim-Bfl-1	Bim-Bcl-XL	Mcl1-Noxa inh	Structure	RGS4-Gao reg	Bim-Bcl-2	Mcl1-Bid inh
9	-2	100	-1	-8	100	-5	-1	16	CC(C(=O)N1CCOCCOCCOCC1)N1C(=O)c2ccccc2C1=O (centres undefined)	100	0	-5
10	0	100	-1	-5	99	-8	-3	16	O=C(Nc1nn[nH]n1)C12CC3CC(CC(C3)C1)C2	102	0	-5
11	-2	98	0	-3	97	-1	0	6	O=C(Nc1sc2c(c1C(=O)NC1CCCCC1)CCC2)c1ccco1	98	0	-14
12	/	105	/	/	?	/	/	6	CSC1=NC2(C)CCCCC2C12C=CC(=O)C=C2 (centres undefined)	108	/	4
13	/	103	/	/	?	/	/	-4	N#CCC(=O)Nc1ccc(C(=O)Nc2cccnc2)cc1	103	/	-5
14	-3	108	0	-1	109	-3	-4	26	CCN(CCNC(=O)CN(C)S(=O)(=O)c1cccc2nsnc12)c1ccccc1	109	-3	-84
15	0	99	0	-4	99	-9	-2	21	COc1ccc(N2CCN(C(=O)Cn3c(=O)[nH]c4ccccc4c3=O)CC2)cc1	100	-2	-25
16	-1	91	0	-5	100	-13	-7	-4	CCOC(=O)C(C(=O)NCc1ccc(F)cc1)c1ncc(C(F)(F)F)cc1Cl (centres undefined)	96	-4	-17

(listing goes on)
No.	Bim-Mcl-1	RGS8-Gao reg	Bcl-W Bim block	Bim-Bcl-B	RGS7-Gao reg	Bim-Bfl-1	Bim-Bcl-XL	Mcl1-Noxa inh	Structure	RGS4-Gao reg	Bim-Bcl-2	Mcl1-Bid inh
17	-9	98	-5	-16	89	9	-5	39	CCCCc1ccc(NC(=S)Nc2ccc(Nc3ccc(OC)cc3)cc2)cc1	92	-3	-43
18	-2	97	2	-2	95	1	0	9	COCCn1nnnc1C(c1ccc(OC)cc1OC)N1CCN(c2ccccc2F)CC1 (centres undefined)	92	-3	-17
19	1	103	-1	1	97	2	0	7	NC(=O)c1oc2ccccc2c1NC(=O)CN1CCCCC1	102	0	-8
20	-1	101	2	0	105	0	-1	12	Cc1[nH]n(C(C)(C)C)c(=O)c1Sc1ccccc1	99	0	-39
21	0	104	-3	-6	104	-5	-2	10	Cc1nnc(-c2ccccc2)[nH]c1=O	102	-2	-7
22	-2	103	-5	-7	103	-8	-3	-2	Cn1cc(S(=O)(=O)Nc2ccc3c(c2)OCCO3)cn1	102	-5	-21
23	-1	98	3	-12	99	-2	3	15	CCc1ccc(C(=O)/C=C/c2ccc([N+](=O)[O-])o2)cc1	99	-3	1
24	-1	103	0	-11	102	-16	-10	2	Cn1c(Sc2ccccc2Cl)c(C=O)c2ccccc21	105	-8	-13

(continued)
No.	Bim-Mcl-1	RGS8-Gao reg	Bcl-W Bim block	Bim-Bcl-B	RGS7-Gao reg	Bim-Bfl-1	Bim-Bcl-XL	Mcl1-Noxa inh	Structure	RGS4-Gao reg	Bim-Bcl-2	Mcl1-Bid inh
25	-2	102	-1	-7	98	-6	0	20	CCN1CCN(CCC(=O)Nc2ccc(Br)cc2)CC1	101	-1	-23
26	-1	103	0	3	100	8	1	49	Cc1cc(-c2csc(NC(=O)c3ccc(=O)[nH]c3)n2)c(C)n1Cc1ccccc1	99	3	-34
27	0	96	4	5	101	5	2	31	N#Cc1nc(-c2cccs2)oc1NCc1ccc(Cl)cc1	99	3	1
28	-1	96	-1	0	97	-1	-2	17	Cc1ccc(CSc2nnc(-c3ccc4c(c3)OCO4)o2)cc1	97	0	-1
29	-7	105	-7	-13	98	-5	-7	0	CSc1ccc(/C=N/NC(=O)c2cccc(Cl)c2)cc1	101	-7	-20
30	-4	104	-5	-5	99	-16	-4	24	Cc1noc(C)c1S(=O)(=O)N1CCC(C(=O)N2CCN(C3CCCC3)CC2)CC1	99	-11	-10
31	0	96	-2	0	96	2	0	-10	NS(=O)(=O)c1ccc(NC(=O)c2ccccc2C(=O)N2CCCCC2)cc1	98	2	-16
32	-4	102	-1	-10	100	-17	-6	37	C/C(=N/OC(=O)c1ccc(C)cc1)c1ccc(N2C(=O)C3CCCCC3C2=O)cc1 (centres undefined)	104	-9	-31

Copied from the entries so far for reference:
No.	Bim-Mcl-1	RGS8-Gao reg	Bcl-W Bim block	Bim-Bcl-B	RGS7-Gao reg	Bim-Bfl-1	Bim-Bcl-XL	Mcl1-Noxa inh	Structure	RGS4-Gao reg	Bim-Bcl-2	Mcl1-Bid inh
31	0	96	-2	0	96	2	0	-10	NS(=O)(=O)c1ccc(NC(=O)c2ccccc2C(=O)N2CCCCC2)cc1	98	2	-16
32	-4	102	-1	-10	100	-17	-6	37	C/C(=N/OC(=O)c1ccc(C)cc1)c1ccc(N2C(=O)C3CCCCC3C2=O)cc1 (centres undefined)	104	-9	-31

Next part
No.	Bim-Mcl-1	RGS8-Gao reg	Bcl-W Bim block	Bim-Bcl-B	RGS7-Gao reg	Bim-Bfl-1	Bim-Bcl-XL	Mcl1-Noxa inh	Structure	RGS4-Gao reg	Bim-Bcl-2	Mcl1-Bid inh
33	/	102	/	/	?	/	/	-1	O=C(Nc1ccccc1)c1cccc(Cn2cc(C(F)(F)F)ccc2=O)c1	105	/	-9
34	-3	100	-3	-10	101	-7	-4	31	CNC(=S)N/N=C(\C)c1ccc(C(C)(C)C)cc1	97	-8	-20
35	-3	99	-1	-3	102	0	-5	4	O=C(Nc1ccc2c(c1)CCC2)c1cc(S(=O)(=O)Nc2ccc(F)cc2)c(Cl)cc1Cl	101	-3	2
36	0	103	2	0	100	0	0	25	CCCOc1ccc(-c2nc(C#N)c(N3CCC(C(N)=O)CC3)o2)cc1	104	1	16
37	-2	95	-3	-5	100	-2	-4	16	COc1ccc(OC)c(C(c2nnnn2CC2CCCO2)N2CCN(C3CCCC3)CC2)c1 (centres undefined)	101	-5	14
38	3	101	0	0	101	-8	-2	-3	O=C(OCCN1C(=O)c2ccccc2C1=O)c1cnccn1	102	-4	-12
39	/	97	/	/	?	/	/	-21	NNC(=S)Nc1c(Br)cc(F)cc1Br	102	/	-77
40	-4	92	-3	0	104	-2	-4	29	CCn1c(-c2cc(OC)c(OC)c(OC)c2)n[nH]c1=S	103	2	-23

Other results follow.
No.	Bim-Mcl-1	RGS8-Gao reg	Bcl-W Bim block	Bim-Bcl-B	RGS7-Gao reg	Bim-Bfl-1	Bim-Bcl-XL	Mcl1-Noxa inh	Structure	RGS4-Gao reg	Bim-Bcl-2	Mcl1-Bid inh
41	-1	98	-1	-4	97	-1	0	15	CC(C)NS(=O)(=O)c1ccc(Oc2ncc(C(F)(F)F)cc2Cl)cc1	101	-5	18
42	1	99	-1	-2	98	-2	-8	13	Clc1ccc(CNc2nc(N3CCOCC3)nc(N3CCOCC3)n2)cc1	94	1	9
43	1	102	3	-5	99	-10	-3	2	O=S(=O)(N/N=C\c1cn(-c2ccccc2)nc1-c1ccccc1)c1ccccc1	101	-2	-60
44	/	103	/	/	?	/	/	6	Cc1nn(Cc2cccc(C(=O)NN)c2)c(C)c1Cl	107	/	-5
45	-3	98	-4	-9	96	-2	-3	19	CCCCCCCCCn1c2c(c(=N)c3c1CCC3)CCCC2	102	-1	0
46	-2	103	1	-7	103	-11	-3	3	CC1=C(C(=O)OC(C)C)C(C2CC=CCC2)NC(=O)N1 (centres undefined)	103	-11	-7
47	-7	104	-5	-8	103	-3	-6	-2	COc1cccc(NC(=O)C(Sc2nnc(-c3ccncc3)n2-c2ccc(Cl)cc2)c2ccccc2)c1 (centres undefined)	104	-4	-18
48	-1	95	-5	-5	89	-13	-6	21	O=C(COC(=O)/C=C/c1ccc([N+](=O)[O-])cc1)NC(c1ccccc1)c1ccccc1	90	-4	-3

Continued.
No.	Bim-Mcl-1	RGS8-Gao reg	Bcl-W Bim block	Bim-Bcl-B	RGS7-Gao reg	Bim-Bfl-1	Bim-Bcl-XL	Mcl1-Noxa inh	Structure	RGS4-Gao reg	Bim-Bcl-2	Mcl1-Bid inh
49	0	106	1	-2	104	-4	1	34	CCC(c1nnnn1C1CCCC1)N1CCN(c2cccc(OC)c2)CC1 (centres undefined)	101	-2	-3
50	2	95	0	-1	?	-2	1	2	Cc1cc(/C=C2\Sc3ccccc3N2C)cc(C)[n+]1CC1CCCO1 (centres undefined)	99	0	-19
51	0	102	0	0	100	0	1	5	Cc1cc(C)c(S(=O)(=O)c2ccccc2C)c(OCC(C)(C)C)n1	100	0	-2
52	/	103	/	/	?	/	/	12	Cc1cc(/C=C2\C(=O)NN(c3ccccc3)C2=O)c(C)n1-c1ccccc1O	105	/	-109
53	-3	108	0	-7	98	3	0	5	Cc1ccc(-c2cc(C(=O)Nc3ccc(S(=O)(=O)Nc4ncccn4)cc3)c3ccccc3n2)cc1	103	1	-16
54	-4	97	-4	-11	96	-8	-5	2	O=C(Nc1cccc(OC(F)(F)F)c1)c1ccc(Br)o1	100	-8	-1

Screens deposited in PubChem by several laboratories.
